Compound activity deposited in PubChem BioAssay by several laboratories.
Arr AP2 block – inhibitors of human beta-arrestin and AP2 interaction. inhibition, % at 10 µM. FITC-arrestin peptide / GST-AP2 beads, flow cytometry; AP2 beta2 appendage carries R879A mutation. 0.31% of 340,000 active;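 active means inhibition above a set limit, near 3 SD of compounds lacking own fluorescence, cut at about 54% in these data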;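 further: plate controls were DMSO wells for no effect and 5 µM unlabelled arrestin peptide for full effect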
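test system = AP2 appendage R879A on GSH beads | buffer or medium = PBS plus Tween 20 (0.05%) and BSA (0.1%) | incubation = 12 min plus 1 h, RT | detection = bead flow cytometry, FITC channel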
MOR-DOR ag – OPRM1-OPRD1 heterodimerization agonism | P35372+P41143 | cells, luminescence | activation, % at 9.3 µM | 0.3% of 340,000 active; in the data active means activation above about 18%;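 further: 0% = vehicle-treated cells and 100% = reference agonist; values of inactives mirror those of a sister screen read the other way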
HTR5A ag ctr – activates human HTR5A in OPRM1-OPRD1 agonist counter-screen; P47898; HTR5A agonist assay, luminescence, cell-based; activation, % at 9.3 µM; 0.61% of 340,000 active; in the data active means activation mostly above about 9.5%, no sharp cut-off; inactive means mostly below about 7.6%;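 further: 0% = cells with vehicle only and 100% = reference agonist; strong numbers were not always called active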
HTR5A inv ag – counter-screen for OPRM1-OPRD1 inverse agonists: human HTR5A inverse agonism; P47898; HTR5A cell line, luminescence; inhibition, % at 9.3 µM; 0.083% of 340,000 active; in the data active means inhibition mostly above about 23%, no sharp cut-off; inactive means mostly below about 18%;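 further: 0% = cells with DMSO and 100% = no-cell wells with DMSO; some compounds called inactive have numbers as strong as hits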
PKA-R1A activ – PKA-R1A complex activation; AID 504707; PKA-R1A dissociation, Cy5-IP20 fluorescence polarization; scaled: DMSO 0%, 113 µM cGMP 100%; activation, % at 11.4 µM; 0.083% of 340,000 active;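 active means percent activation above the mean of all tested compounds plus 3 SD, cut at about 19% in these data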;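 further: higher means more PKAc released from R1A so a rise in polarization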
V-ATPase pHluor – yeast V-ATPase proton transport regulation by pHLuorin. S. cerevisiae, pHLuorin cytosolic pH fluorescence. response, % at 10 µM. 0.37% of 350,000 active; in the data active means response mostly above about 7.3%, no sharp cut-off; inactive means mostly below about 5.4%; further: actives read high; inactives centre near 0; some compounds called inactive have numbers as strong as hits; reference of the scale not given here
DAGLB inhibitor – blocks human DAGLB lipase activity; Q8NCG7; 0.059% of 340,000 active; AID 504411; HEK293T DAGLB membrane lysate, EnzChek fluorogenic substrate; inhibition, % at 5.17 µM; in the data active means inhibition above about 34%;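 further: 0% = enzyme with vehicle and 100% = wells lacking enzyme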
OPRM1-OPRD1 inv – inverse agonist of human OPRM1-OPRD1 heterodimerization; 0.21% of 340,000 active; P35372+P41143; inhibition, % at 9.3 µM; AID 504357; cell-based MOR-DOR heterodimer luminescence, inverse agonism; in the data active means inhibition above about 22%, passing the limit was not always enough;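 further: 0% = cells with DMSO and 100% = wells without cells with DMSO; values of inactives mirror those of a sister screen read the other way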
PKA-R2B activ – activates the human PKA-R2B holoenzyme complex; PKA-R2B holoenzyme dissociation, Cy5-IP20 fluorescence polarization; R2B truncated from residue 108, S112A mutant; 0% DMSO only, 100% 113 µM cGMP; 0.079% of 340,000 active; activation, % at 11.4 µM;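 active means activation above a cutoff set at the mean over all compounds plus 3 SD, cut at about 18% in these data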;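 further: higher means more holoenzyme dissociation and a rise in polarization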
DSG3 Ab inh – inhibitors of pemphigus antibody binding to human desmoglein-3; 0.48% of 310,000 active; DSG3-coupled beads, scFv-anti-DSG3-GFP binding, flow cytometry; hits give low values; binding (percent of control), % at 10 µM; P32926;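 active means binding more than 3 SD below its plate's average and above zero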;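 further: hits lower antibody fragment binding to DSG3; some compounds called inactive have numbers as strong as hits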
Target sequence (P32926 whole entry, looked up, the tested form may be a part): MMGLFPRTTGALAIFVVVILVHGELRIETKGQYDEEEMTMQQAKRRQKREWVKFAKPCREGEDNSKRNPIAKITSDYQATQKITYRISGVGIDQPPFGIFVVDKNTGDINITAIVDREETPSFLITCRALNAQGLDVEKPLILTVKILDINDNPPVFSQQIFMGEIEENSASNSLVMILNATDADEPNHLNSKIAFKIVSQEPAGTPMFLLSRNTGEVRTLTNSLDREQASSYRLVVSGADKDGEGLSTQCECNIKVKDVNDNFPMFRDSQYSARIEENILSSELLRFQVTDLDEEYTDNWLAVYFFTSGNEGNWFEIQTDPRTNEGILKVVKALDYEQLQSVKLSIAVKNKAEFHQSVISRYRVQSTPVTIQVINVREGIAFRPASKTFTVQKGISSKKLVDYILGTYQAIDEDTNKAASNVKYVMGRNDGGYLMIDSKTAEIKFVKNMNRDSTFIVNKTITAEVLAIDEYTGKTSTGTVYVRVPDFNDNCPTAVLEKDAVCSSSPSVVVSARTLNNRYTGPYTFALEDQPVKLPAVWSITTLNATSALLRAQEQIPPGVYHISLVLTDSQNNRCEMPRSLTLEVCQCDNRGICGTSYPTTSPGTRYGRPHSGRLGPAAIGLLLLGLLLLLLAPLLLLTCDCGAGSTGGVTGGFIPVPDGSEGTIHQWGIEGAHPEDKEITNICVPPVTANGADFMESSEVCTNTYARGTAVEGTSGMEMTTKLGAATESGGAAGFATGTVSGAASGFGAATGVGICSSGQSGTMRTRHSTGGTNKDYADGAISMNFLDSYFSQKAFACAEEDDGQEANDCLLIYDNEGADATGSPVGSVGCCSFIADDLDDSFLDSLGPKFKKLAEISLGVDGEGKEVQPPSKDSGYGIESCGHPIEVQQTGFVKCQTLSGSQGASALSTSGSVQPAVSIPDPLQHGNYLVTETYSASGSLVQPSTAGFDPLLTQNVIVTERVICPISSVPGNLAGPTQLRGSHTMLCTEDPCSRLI
* = called active by the depositor; . = not tested or not shown.

SMILES	Arr AP2 block	MOR-DOR ag	HTR5A ag ctr	HTR5A inv ag	PKA-R1A activ	V-ATPase pHluor	DAGLB inhibitor	OPRM1-OPRD1 inv	PKA-R2B activ	DSG3 Ab inh
O=C(NCc1cccs1)c1cc(-c2ccccc2)nc2ccccc12	6	-2.6	-2	6	-5	0	-4	16	-13	99
CCN(CC)C(=O)c1sc(N2C(=O)Nc3ccccc3N2O)c(C(=O)OC)c1C	-3	-0.7	-5	12	3	-2	2	5	2	101
COc1cccc(NC(=O)c2ccc3c(O)c(S(=O)(=O)c4ccccc4)c(=O)[nH]c3c2)c1	-2	-3.4	3	7	7	-1	4	18	-12	70
O=C(Nc1ccc(Cl)cn1)c1ccc(COc2ccccc2Br)o1	-10	3.5	-1	-14	-5	-3	-17	-19	-2	119
Cc1csc2nc(O)c(C(=O)NC3CCCCC3)c(=O)n12	-9	6.0	3	-1	0	1	6	-40	0	104
CCCCCC(=O)Nc1nc(C)c(-c2csc(Nc3ccccc3OCC)n2)s1	-17	-2.6	-2	-8	-5	2	1	15	-6	98
O=C(O)CCCN1C(=O)/C(=C\c2ccc(-c3nc4ccccc4s3)o2)SC1=S	24	-2.3	0	-1	-12	-2	1	12	-17	74*
CO/N=C(/CS(=O)Cc1ccc(Cl)cc1)c1ccc(Cl)cc1 (stereo unspecified)	-6	5.1	0	6	-7	-2	-9	-23	-2	.
COc1ccc(Cl)cc1C(=O)Nc1cccc2ncccc12	6	-2.1	1	21	-14	8	-2	10	-6	102
CCOc1ccc(NC(=O)CN(C)CC(=O)Nc2cccc(Cl)c2C)cc1OCC	-11	0.2	0	-2	3	-3	0	-1	2	95
CCOc1cc(N2CCOCC2)c(OCC)cc1NC(=O)COc1ccccc1[N+](=O)[O-]	15	1.9	-1	2	2	10	-4	-9	-6	92
CCn1c2ccccc2c2cc(NC(=O)c3cccc([N+](=O)[O-])c3C)ccc21	34	-0.7	-3	11	-3	3	-1	4	1	96
OC(COc1ccc(Cl)cc1)CSc1ccccn1 (stereo unspecified)	1	0.2	5	-20	-4	0	-16	-1	0	95
COc1cccc(CNC(=O)CCn2ccc3cc(S(=O)(=O)N4CCC(C)CC4)ccc32)c1	-11	-1.1	-1	-4	9	3	-1	6	-5	89
Cc1ccc(S(=O)(=O)Nc2ccc(S(=O)(=O)Nc3nccs3)cc2)cc1C	10	-2.5	1	-4	-9	3	1	13	-3	128
O=C(Nc1cc2c(cc1Br)OCCCO2)c1ccccc1	-7	-2.7	10	-24	9	3	-7	14	-8	99
c1ccc(CNc2ncnc3sc4c(c23)CCC4)nc1	4	-3.0	-7	14	0	-4	0	15	-13	105
COCCCNC(=O)CCCn1c(=O)c2ccccc2n(CC(=O)Nc2c(C)cc(C)cc2C)c1=O	-12	-2.7	1	11	1	0	-3	15	0	.
Cc1ccc(NS(C)(=O)=O)c(C(=O)c2ccccc2)c1	13	-0.7	-5	-27	0	-2	4	4	9	115
COc1cc(CNc2ccc(S(N)(=O)=O)cc2)ccc1OCC(=O)NC1CCCCC1	-3	-0.2	2	-6	-11	1	0	1	-7	144
N#Cc1ccccc1N=Cc1ccc(Br)cc1	1	-0.8	0	27	-3	0	0	3	-9	101
CCc1nc2ccc(C(=O)N3CCN(CC)CC3)cc2nc1CC	-12	-1.9	-1	5	3	-2	-1	9	-16	115
Cc1c(Cl)cccc1NC(=O)Nc1cc(C(C)(C)C)on1	15	6.9	-1	4	-2	4	-11	-32	-4	110
CCOC(=O)C1CCCN(C(=S)Nc2ccc(Nc3ccccc3)cc2)C1 (stereo unspecified)	15	-3.4	-1	3	14	6	3	18	4	101
COc1cc(CCc2ccc3c(c2)OCO3)oc(=O)c1	14	0.1	3	13	2	6	-2	-1	-9	103

Following part.
SMILES	Arr AP2 block	MOR-DOR ag	HTR5A ag ctr	HTR5A inv ag	PKA-R1A activ	V-ATPase pHluor	DAGLB inhibitor	OPRM1-OPRD1 inv	PKA-R2B activ	DSG3 Ab inh
O=C(/C=C/c1ccc(-c2ccccc2)cc1)NCc1cccnc1	1	-3.9	0	1	-3	0	2	18	-1	108
CCn1cc(C(=O)N[C@H](C(=O)NCCCOC)C(C)C)c(=O)c2cc3c(cc21)OCO3	6	-3.1	5	-18	2	2	0	18	2	88
CN1CCN(Cc2cc(=O)oc3cc4c(cc23)CCC4)CC1	-1	-2.1	2	-3	-1	-1	0	11	5	104
COCc1ccc(C(=O)N2CCCC(N(C)CCc3ccccc3)C2)s1 (stereo unspecified)	.	.	.	.	-1	.	-1	.	-1	99
O=C(Nc1ccnn1C1CCN(Cc2ccccc2)CC1)C1CCCC1	32	-2.6	-7	16	-2	4	0	13	4	112
COc1cccc(O[C@@H]2O[C@@H]3COC(C)(C)O[C@H]3[C@H](O)[C@H]2NC(C)=O)c1	2	-3.0	7	-28	-2	0	1	19	13	.
CCCCNC(=S)NCc1ccc2c(c1)cc(C)n2C	-21	-2.4	0	-16	-14	0	-1	13	9	98
CC1CN(C(=O)COc2coc(CN3CCc4ccccc4C3)cc2=O)CC(C)O1 (stereo unspecified)	-17	-0.7	-1	-13	-3	0	3	4	11	91
Cc1ccsc1/C=N\NC(=O)Cn1nnc2ccccc21	27	-2.8	-2	0	-2	-4	4	14	2	.
Cc1ccc2nc(-c3ccco3)c(Nc3ccccc3)n2c1	7	2.2	0	-33	0	0	3	-14	-5	84
Cc1[nH]n(-c2ccccc2)c(=O)c1C=NCCc1ccccc1	19	-2.3	2	-1	9	0	-1	12	-4	104
COc1ccc(CNC(=O)c2c(C)oc3c2C(=O)c2ccccc2C3=O)cc1	26	9.2	3	-8	-3	1	1	-51	4	100
CCOc1ccc(/C=C/c2[nH]c(=O)[nH]c(=O)c2[N+](=O)[O-])cc1	-4	-0.5	3	-11	-4	1	12	2	15	91
COC(=O)c1nc(NC(=O)C(C)(C)C)n[nH]1	-13	-0.4	-4	-10	0	0	-1	2	2	86
CC(NCC(O)c1ccc([N+](=O)[O-])cc1)C12CC3CC(CC(C3)C1)C2 (stereo unspecified)	17	12	-5	21	1	7	-1	-61	2	95
O=C(COCC(=O)N/N=C/c1ccccc1F)N/N=C/c1ccccc1F	4	-3.5	4	1	-1	2	0	18	8	87
COc1ccccc1/C=C1\SC(N2CCC(C)CC2)=NC1=O	10	-2.8	2	-8	4	-2	-2	15	-2	92
COc1ccc(C(=O)OCC(=O)Nc2nnc(-c3ccccc3)o2)cc1	3	-2.1	3	14	7	3	2	11	-16	100
O=C(Cn1cnc2c(cnn2-c2ccc(Cl)cc2)c1=O)NCC1CCCO1 (stereo unspecified)	1	-1.1	-7	25	-3	2	-1	6	-1	95
O=C1c2ccccc2C(=O)N1C(CO)C(O)c1ccc([N+](=O)[O-])cc1 (stereo unspecified)	3	-0.6	-1	5	-3	2	-1	3	7	97
COc1ccc(NS(=O)(=O)c2ccc(C(=O)N(C)Cc3cccs3)cc2)cc1	29	-2.0	-4	11	10	8	-1	10	0	112
NS(=O)(=O)c1ccc(NC(=S)N2CCN(c3ccccc3Cl)CC2)cc1	-5	-2.2	1	-2	-1	-3	-1	13	1	99
COCCSc1nnc(NS(=O)(=O)c2ccc(F)cc2)s1	5	-0.8	1	-4	-13	-1	0	5	4	101
CC(C)CN(C(=O)c1ccc(S(=O)(=O)N2CCCCC2)cc1)C1CCS(=O)(=O)C1 (stereo unspecified)	-7	-0.9	3	-8	-13	7	-1	6	-10	102
COC(c1ccccc1)c1nnc(CCC(=O)N2CCN(C3CCCC3)CC2)o1 (stereo unspecified)	69*	-1.7	9	-10	18	-3	-1	5	11	111

Sorted by length of the SMILES (ascending): some entries from above.
SMILES	Arr AP2 block	MOR-DOR ag	HTR5A ag ctr	HTR5A inv ag	PKA-R1A activ	V-ATPase pHluor	DAGLB inhibitor	OPRM1-OPRD1 inv	PKA-R2B activ	DSG3 Ab inh
CCCCNC(=S)NCc1ccc2c(c1)cc(C)n2C	-21	-2.4	0	-16	-14	0	-1	13	9	98
COCCSc1nnc(NS(=O)(=O)c2ccc(F)cc2)s1	5	-0.8	1	-4	-13	-1	0	5	4	101
CN1CCN(Cc2cc(=O)oc3cc4c(cc23)CCC4)CC1	-1	-2.1	2	-3	-1	-1	0	11	5	104
O=C(Nc1ccnn1C1CCN(Cc2ccccc2)CC1)C1CCCC1	32	-2.6	-7	16	-2	4	0	13	4	112
COCc1ccc(C(=O)N2CCCC(N(C)CCc3ccccc3)C2)s1 (stereo unspecified)	.	.	.	.	-1	.	-1	.	-1	99
O=C(COCC(=O)N/N=C/c1ccccc1F)N/N=C/c1ccccc1F	4	-3.5	4	1	-1	2	0	18	8	87
O=C(Cn1cnc2c(cnn2-c2ccc(Cl)cc2)c1=O)NCC1CCCO1 (stereo unspecified)	1	-1.1	-7	25	-3	2	-1	6	-1	95
COC(c1ccccc1)c1nnc(CCC(=O)N2CCN(C3CCCC3)CC2)o1 (stereo unspecified)	69*	-1.7	9	-10	18	-3	-1	5	11	111
COc1ccc(CNC(=O)c2c(C)oc3c2C(=O)c2ccccc2C3=O)cc1	26	9.2	3	-8	-3	1	1	-51	4	100
CC(NCC(O)c1ccc([N+](=O)[O-])cc1)C12CC3CC(CC(C3)C1)C2 (stereo unspecified)	17	12	-5	21	1	7	-1	-61	2	95
CC(C)CN(C(=O)c1ccc(S(=O)(=O)N2CCCCC2)cc1)C1CCS(=O)(=O)C1 (stereo unspecified)	-7	-0.9	3	-8	-13	7	-1	6	-10	102

Continuation.
SMILES	Arr AP2 block	MOR-DOR ag	HTR5A ag ctr	HTR5A inv ag	PKA-R1A activ	V-ATPase pHluor	DAGLB inhibitor	OPRM1-OPRD1 inv	PKA-R2B activ	DSG3 Ab inh
COc1cc(-n2c(N)c(C(=O)NCc3ccco3)c3nc4ccccc4nc32)cc(OC)c1OC	9	0.9	4	12	-9	-2	-1	-5	-16	96
Cc1ccc(S(=O)(=O)N2CCC(C(=O)N3Cc4ccccc4C3)CC2)cc1	10	-0.8	1	9	-3	-3	-1	4	-12	99
CCOC(=O)C1=C(c2ccccc2)NC(SCC(=O)NC2CCCCC2)=C(C#N)C1c1ccco1 (stereo unspecified)	3	3.3	-5	12	0	-3	-3	-20	-14	107
C=CCN1C(=O)CSc2ccc(C(=O)NC(C)c3ccccc3)cc21 (stereo unspecified)	1	-1.6	1	-21	-2	-1	-1	8	-3	97
CN1CCc2c(sc(NC(=O)c3ccc(C(=O)c4ccccc4)cc3)c2C(N)=O)C1	49	-1.1	-3	-14	4	-6	1	6	0	121
COc1ccc(N/C=C/C(=O)C(F)(F)F)cc1	16	-2.2	5	-16	-11	1	0	12	-3	100

Copied from the list.
COc1ccc(CNC(=O)c2c(C)oc3c2C(=O)c2ccccc2C3=O)cc1 in V-ATPase pHluor → 1
CC(C)CN(C(=O)c1ccc(S(=O)(=O)N2CCCCC2)cc1)C1CCS(=O)(=O)C1 (stereo unspecified) in DSG3 Ab inh → 102
